# hIAP act = human IAP activation; 330,000 tested, 0.16% active; activation factor at 10 µM; purified human IAP, CDP-Star luminescence, 30 min; stronger effect = higher value; 1 = vehicle-only enzyme, 0 = enzyme-free background;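 active means activation factor of the enzyme at least 2-fold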; further: the source names both 10 and 20 µM as test concentration; values of inactives mirror those of a sister screen read the other way
# A3G deaminase = blocks human APOBEC3G single-stranded DNA deamination. Q9HC16. recombinant A3G, ssDNA deamination FAM/TAMRA fluorescence. inhibition, % at 20 µM. 330,000 tested, 0.28% active;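 active means inhibition of at least 40% at 20 µM, with no more than 30% in the related APOBEC3A deaminase screen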;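 further: plate controls were DMSO wells with A3G for no effect and wells lacking A3G enzyme for full effect; some compounds called inactive have numbers as strong as hits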
# Target sequence (Q9HC16 whole entry, looked up): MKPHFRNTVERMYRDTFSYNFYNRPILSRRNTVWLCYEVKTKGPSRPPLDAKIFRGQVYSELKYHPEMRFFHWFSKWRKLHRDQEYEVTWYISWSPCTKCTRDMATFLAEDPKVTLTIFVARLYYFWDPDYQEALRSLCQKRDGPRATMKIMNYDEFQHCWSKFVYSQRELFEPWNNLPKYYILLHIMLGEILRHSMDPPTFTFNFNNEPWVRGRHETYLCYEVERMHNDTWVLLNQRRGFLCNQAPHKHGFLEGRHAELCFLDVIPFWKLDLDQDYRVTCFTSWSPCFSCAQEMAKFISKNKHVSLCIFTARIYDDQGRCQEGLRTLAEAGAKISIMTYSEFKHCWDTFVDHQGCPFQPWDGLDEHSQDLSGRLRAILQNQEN
# ATG4B inhibitor = ATG4B (human) cysteine protease inhibition; Q9Y4P1; ATG4B cleavage of LC3-PLA2, NBD-HPC fluorescence, 1 h; inhibition, % at 8.33 µM; 340,000 tested, 0.51% active; in the data active means inhibition above about 40%
# Target sequence (Q9Y4P1 whole entry, looked up): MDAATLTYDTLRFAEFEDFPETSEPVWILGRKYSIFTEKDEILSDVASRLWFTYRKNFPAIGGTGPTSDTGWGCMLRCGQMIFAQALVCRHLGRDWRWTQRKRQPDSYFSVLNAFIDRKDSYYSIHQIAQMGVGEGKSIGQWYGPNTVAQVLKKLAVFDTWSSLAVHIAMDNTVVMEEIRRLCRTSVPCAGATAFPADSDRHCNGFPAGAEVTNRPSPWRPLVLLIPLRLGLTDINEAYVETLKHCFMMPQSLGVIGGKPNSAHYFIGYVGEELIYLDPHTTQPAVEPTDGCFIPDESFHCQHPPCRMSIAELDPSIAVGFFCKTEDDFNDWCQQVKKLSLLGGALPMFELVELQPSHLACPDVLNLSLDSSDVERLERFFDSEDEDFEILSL
# mIAP act = increases mouse intestinal alkaline phosphatase activity; 330,000 tested, 0.24% active; activation factor at 10 µM; muIAP, CDP-Star luminescence, 30 min; stronger effect = higher value; 1 = vehicle-only enzyme signal, 0 = enzyme-free wells; AID 2805;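 active means activation factor of at least 2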; further: the source names both 10 and 20 µM as test concentration; values of inactives mirror those of a sister screen read the other way
#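 Assay system: mouse IAP enzyme; reagent: chemiluminescent substrate CDP-Star; dosing: test compounds delivered from DMSO solution; schedule: 30 min at room temperature; measured by: luminescence from enzymatic CDP-Star hydrolysis; controls: DMSO-only wells and no-enzyme negative control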
# MIN6 prolif = inducers of beta-cell replication in MIN6 cells; proliferation, % at 10 µM; MIN6 cells proliferation, ATPlite luminescence, 48 h; cells starved in 0.2% serum; 100% = growth in 10% serum; 330,000 tested, 0.29% active;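 active means compounds whose signal lies at least 3.5 SD above the mean of all wells on their plate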;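 further: 0% = DMSO-treated cells in low-serum medium and 100% = 10% serum control; some compounds called inactive have numbers as strong as hits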
# mIAP inh = mouse IAP inhibition; purified mouse IAP, CDP-Star luminescence, 30 min; inhibition, % at 10 µM; 330,000 tested, 0.2% active;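 active means inhibition of at least 40% at 10 µM in the primary screen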;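 further: plate controls were DMSO with enzyme for no effect and no enzyme wells for full effect; values of inactives mirror those of a sister screen read the other way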
# A3A deaminase = blocks human APOBEC3A ssDNA deamination; P31941; recombinant A3A, FAM/TAMRA ssDNA deamination fluorescence; inhibition, % at 20 µM; 330,000 tested, 0.41% active; AID 493011;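 active means at least 40% inhibition at 20 µM here, with at most 30% in a related deaminase screen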;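 further: plate controls were A3A with DMSO for no effect and wells lacking A3A enzyme for full effect; some results filed as inactive read as strong as hits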
# Target sequence (P31941 whole entry, looked up): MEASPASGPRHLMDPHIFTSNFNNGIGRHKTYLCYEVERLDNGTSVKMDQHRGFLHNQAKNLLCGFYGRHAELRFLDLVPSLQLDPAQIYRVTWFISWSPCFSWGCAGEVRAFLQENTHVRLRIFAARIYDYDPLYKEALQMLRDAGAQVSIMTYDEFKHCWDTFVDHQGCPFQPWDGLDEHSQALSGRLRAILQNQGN
# hIAP block = blocks human intestinal alkaline phosphatase; P09923; purified IAP, CDP-Star luminescence, 30 min; inhibition, % at 10 µM; 330,000 tested, 0.12% active;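 active means inhibition reaching a set limit with compound at 10 µM in the primary screen, cut at about 35% in these data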;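 further: plate controls were DMSO wells with enzyme for no effect and no-enzyme buffer wells for full effect; values of inactives mirror those of a sister screen read the other way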
# MPTP block = blocks calcium-induced mitochondrial swelling | isolated mouse mitochondria, Ca2+ swelling absorbance, 30 min | inhibition, % at 10 µM | 360,000 tested, 1.4% active;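 active means inhibition of 50% or more, scaled per plate between neutral and stimulator controls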;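 further: 0% = DMSO wells given calcium and 100% = 1 mM EGTA wells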
# * = called active by the depositor; / = not tested or not shown.
SMILES,hIAP act,A3G deaminase,ATG4B inhibitor,mIAP act,MIN6 prolif,mIAP inh,A3A deaminase,hIAP block,MPTP block
C/C(=N/O)c1ccc(N2C(=O)C3C4C=CC(C3C2=O)C2C3C(=O)N(c5ccc(/C(C)=N/O)cc5)C(=O)C3C42)cc1 (stereo not given),0.9,0,/,1,1,-1,-4,10,/
COc1ccc(N(CC(=O)NCCSCc2ccc(Cl)cc2)S(C)(=O)=O)cc1Cl,0.85,-7,-11,1,-3,-1,-6,15,1.1
O=C(NCCCN1CCOCC1)c1onc(CSc2ccncc2)c1C(=O)NCCCN1CCOCC1,0.89,-5,-4,0.98,-3,2,2,12,-0.8
CCCCc1cc(=O)oc2cc(C)cc(OCC(=O)N3CCC(C(=O)O)(c4ccccc4)CC3)c12,1.1,9,-28,0.94,0,6,0,-6,-0.8
Cc1ccc2nc(-c3ccc(NS(=O)(=O)c4ccccc4)cc3)sc2c1,0.86,-6,-1,0.92,-6,8,1,14,-7.4
CCOc1ccc(NC(=O)COc2ccc(C(=O)NCC3CCCO3)cc2OC)cc1 (stereo not given),0.96,-4,-14,0.99,-3,1,-4,4,-0.3
Cc1ccnc2c(N3C(=O)C4C5C=CC(C5)C4(C)C3=O)cccc12 (stereo not given),1.1,-7,-6,1.1,5,-6,0,-14,-0.5
Cc1ccc(C(CC(=O)c2ccc(Cl)cc2)C(=O)O)cc1 (stereo not given),0.99,-5,-10,1,0,-2,-2,1,2.5
Cc1ccnc(SC2CC(=O)N(c3ccc(C(C)C)cc3)C2=O)n1 (stereo not given),1.2,-1,1,1,-1,-2,-2,-16,0.7
O=c1cc(-c2ccccc2Cl)oc2c(NS(=O)(=O)c3cccc4nsnc34)ccc(O)c12,0.85,-6,28,0.9,6,10,-2,15,3.7
Cc1cccc(NC(=O)c2nc[nH]c2C(=O)N[C@@H](C)C(=O)OC(C)(C)C)c1,1.5,-15,-2,0.89,-4,11,2,-53,-0.1
O=C(NCc1ccco1)C(=O)c1cn(CC(=O)N2CCCC2)c2ccccc12,0.92,-3,-9,0.99,-2,0,-1,8,2.3
Cc1cc(=O)n(-c2ccccc2Cl)[nH]1,0.99,-6,-6,1.1,0,-5,-2,1,0.1
CC(=O)c1c(N2CCN(c3ccccc3)CC2)nc(=S)n(-c2ccccc2)c1C,0.79,-1,1,0.93,-7,7,0,21,-2.1
Cc1cc2ncn(CC3CC3(Cl)Cl)c2cc1C (stereo not given),1.1,-6,-2,0.97,0,3,-3,-7,0.1
COc1ccccc1NC(=O)N1CCN(Cc2ccc3c(c2)OCO3)CC1,0.94,-9,-6,0.9,-1,10,-2,6,1.2
CCOc1ccc(NC(=S)NCc2cccnc2)cc1,0.91,2,4,0.98,-3,2,1,9,0.5
COc1ccc(N2CCN(Cc3nc(N)nc(Nc4ccccc4OC)n3)CC2)cc1,0.94,-5,-10,0.97,-1,3,-5,6,-0.2
Cc1cc(C)cc(OCC(=O)OC/C(O)=C(\C#N)c2nc3ccccc3[nH]2)c1,1.6,-1,-4,0.75,1,25,2,-57,0.7
N#C/C(=C/c1ccc(N2CCOCC2)c([N+](=O)[O-])c1)C(N)=O,0.95,-5,-6,0.89,0,11,-3,5,-0.4
CC(C)N(Cc1ccccc1)S(=O)(=O)c1ccc(F)cc1,1.3,-4,1,0.98,-5,2,-1,-28,0.5
COc1ccc(-c2cc(C(=O)NNC(=O)c3csc(N4CCOCC4)n3)c3ccccc3n2)cc1OC,2.4*,-7,-8,0.88,-2,12,-2,-135,-1.8
C/C(=N\NC(=O)c1cccc(S(=O)(=O)Nc2cccc(Cl)c2)c1)c1cccs1,1,0,-4,0.93,-3,7,2,0,4.7
C=CCSc1cc(C)nc2c(-c3ccccc3)c(C)nn12,0.89,-1,18,0.94,-1,6,0,11,0.6
O=[N+]([O-])c1ccc(-c2nn(-c3ccccc3)cc2/C=N/n2c(-c3cccs3)n[nH]c2=S)cc1,0.96,-1,-4,0.94,-2,6,-6,4,1.9
COC(=O)C1=C(C)N(c2cccc(C(C)=O)c2)C(=O)C1,0.88,-3,-14,1.1,1,-12,-3,12,-0.7
CSc1nc(=O)n2cc(C)ccc2n1,1.1,-6,0,0.99,-2,1,-5,-6,0.4
CC(C)(C)C1CCC2(CC1)NC(=S)N(c1ccccc1)N2 (stereo not given),0.85,49*,1,0.96,-3,4,-1,15,0.5
O=C(CCCC(=O)N(CC(=O)NC1CCCC1)Cc1ccc(F)cc1)Nc1ccccn1,1,5,-4,1.2,3,-15,5,-1,-2.9
CCN(c1ccccc1)S(=O)(=O)c1ccc(N2CCN(c3ccccc3O)CC2)nc1,0.87,-5,-50,0.98,-4,2,-2,13,0.4
O=C(Nc1ccc2[nH]c(=O)[nH]c2c1)C(F)(F)F,1.3,-1,6,1,-2,-4,-1,-29,-0.1
COC(=O)Nc1ccc2c(c1)ncn2C1CCCCC1,0.9,-6,-3,0.96,1,4,-3,10,-2.3
C/C(=N\NC=O)c1ccncc1,0.95,-7,2,0.99,1,1,-2,4,0.2
Cc1cccc(NC(=O)CSc2nnc(CCC(=O)Nc3ccc(C)c(Cl)c3)n2C)c1,1,0,-7,0.97,-5,3,3,0,-0.4
Cc1cccc(OCCNC(=O)c2ccc(Oc3ccc(C(F)(F)F)cc3[N+](=O)[O-])cc2)c1,0.92,-7,-13,0.92,-5,8,-2,8,43
CCOC(=O)C(C(=O)OCC)C(CC(=O)C1CC1)c1ccccc1 (stereo not given),0.7,-6,-5,1,1,-2,-4,30,-1.0
CC(=O)[C@]1(O)Cc2c(O)c3c(c(O)c2[C@@H](O[C@H]2C[C@H](N)[C@H](O)[C@H](C)O2)C1)C(=O)c1ccccc1C3=O,1.1,20,-68,0.93,-8,8,41*,-13,/
Cn1nc(-c2ccc(Cl)cc2)c2cc(C(=O)N3CCN(C(=O)c4ccco4)CC3)sc21,0.85,3,-10,0.86,-6,14,2,15,-0.8
CCOc1cc(NC(=O)c2ccco2)c(OCC)cc1NC(=O)CCC(=O)NCc1cccnc1,0.9,-4,16,0.97,1,3,-3,10,-1.2
COc1ccc(Cc2nnc(N/N=C/c3ccccc3O)[nH]c2=O)cc1OC,1.7,-2,-5,1,0,0,-2,-70,2.4
CC1CCCC(C)N1C(=O)COC(=O)Cc1ccc(F)cc1 (stereo not given),0.97,1,-8,1.1,0,-9,1,3,0.5
O=C(O)CN1C(=O)c2cccc3c(Br)ccc1c23,0.81,-9,3,0.92,0,8,-2,19,-1.2
COc1ccc(S(=O)(=O)NCC2CCCN(CC(C)(C)C)C2)cc1 (stereo not given),1.2,4,-10,1.1,-1,-10,1,-17,0.5
CC(NC(=O)OC(C)(C)C)C(=O)N1CCCC1C(=O)NC(Cc1ccccc1)C(N)=O (stereo not given),0.89,-3,-9,1,-1,-5,-2,11,-0.3
CCN(c1ccc(OC)cc1)S(=O)(=O)c1ccc(-c2ccc(=O)[nH]n2)o1,0.87,0,9,0.95,-6,5,4,13,1.1
O=C(Nc1ccc(Cl)cc1Cl)C1=Cc2ccccc2OC1,0.92,-5,3,0.92,-2,8,-1,8,-0.4
CN(c1ccc(C(=O)N2CCCCCC2)cc1)S(=O)(=O)c1ccc(Cl)cc1,1.1,27,10,1,-2,-3,0,-8,2.2
CCN(CC(=O)NCc1cccs1)C(=O)c1ccc(NS(=O)(=O)c2ccc(F)cc2)cc1,1.2,0,0,1.1,2,-9,1,-18,0.3
COc1ccc(S(=O)(=O)N2CCCC2)cc1OC,1,-13,8,0.94,-2,6,-5,0,-0.1
Cc1cccc(NC(=O)CCNS(=O)(=O)c2cc(Br)cnc2N)c1C,1,-8,0,1,0,0,-6,-2,-1.5
# Remaining list, next part.
SMILES,hIAP act,A3G deaminase,ATG4B inhibitor,mIAP act,MIN6 prolif,mIAP inh,A3A deaminase,hIAP block,MPTP block
C/C(=N\NC(=O)c1ccc(Cn2cc(Br)cn2)o1)c1cccc(NC(=O)C(C)C)c1,1,8,-3,0.9,-1,10,-2,-3,-4.2
CNC(=S)N(C1=NCC(c2ccc([N+](=O)[O-])cc2)S1)c1ccccc1 (stereo not given),1,10,-19,0.97,-2,3,6,0,1.6
O=C(Nc1ccccc1F)c1cc(Cl)sc1Cl,0.99,-9,-1,0.97,1,3,-2,1,0.1
Cc1cc(NC(=O)c2ccc(S(=O)(=O)N(C)C)cc2)n(-c2ccccn2)n1,0.96,-5,5,1,3,-2,-1,4,5.8
O=c1[nH]c(SCc2ccccc2)nc2[nH]ncc12,1,-2,-1,0.93,-2,7,-1,-4,0.9
O=C(Nc1nnc(-c2ccc3c(c2)CCCC3)o1)c1c(F)cccc1F,1.1,-3,4,0.81,-5,19,2,-10,-0.2
COc1cc(OC)cc(-c2nc(-c3ccccc3OC)no2)c1,1,1,-3,0.95,-2,5,0,-4,0.1
Cc1cc(C)cc(NC(=O)N2CCCN(c3c(Cl)cncc3Cl)CC2)c1,1.1,-3,4,1.1,1,-12,-5,-9,-0.4
Cc1nc2scc(-c3cccs3)c2c(=O)[nH]1,0.89,-3,5,1.1,-1,-7,0,11,-3.7
Cc1cc(C(=O)N(NC(=O)C(C)C)c2ccccc2)cs1,0.93,-8,7,0.98,-2,2,-6,7,-0.4

# By substructure, the compounds so far with a COOH group (3)
SMILES,hIAP act,A3G deaminase,ATG4B inhibitor,mIAP act,MIN6 prolif,mIAP inh,A3A deaminase,hIAP block,MPTP block
CCCCc1cc(=O)oc2cc(C)cc(OCC(=O)N3CCC(C(=O)O)(c4ccccc4)CC3)c12,1.1,9,-28,0.94,0,6,0,-6,-0.8
Cc1ccc(C(CC(=O)c2ccc(Cl)cc2)C(=O)O)cc1 (stereo not given),0.99,-5,-10,1,0,-2,-2,1,2.5
O=C(O)CN1C(=O)c2cccc3c(Br)ccc1c23,0.81,-9,3,0.92,0,8,-2,19,-1.2

# Next compounds follow:
SMILES,hIAP act,A3G deaminase,ATG4B inhibitor,mIAP act,MIN6 prolif,mIAP inh,A3A deaminase,hIAP block,MPTP block
COc1ccc(-n2ccnc2SCC(=O)NCc2ccc3c(c2)OCO3)cc1,0.7,-2,-10,0.96,-2,4,0,30,-4.1
COn1c(=S)[nH]c2ccccc2c1=O,1,-5,-2,0.95,-2,5,-5,-1,-0.5
O=C(Nc1ccccc1C(=O)N1CCCCC1)c1cccc(S(=O)(=O)N2CCOCC2)c1,1.1,-1,-14,0.92,4,8,4,-14,-3.7
CN(CCOc1ccc(Cl)cc1)CC(=O)Nc1ccc(OC(F)F)cc1,1.1,-6,6,0.98,0,2,-2,-7,1.1
Cc1nc2cc(NS(=O)(=O)c3c(C)c(C)cc(C)c3C)ccc2s1,1.1,0,-35,1,-2,-3,2,-7,4.1
COC(=O)c1cc(OC)nc(OC)c1,1.3,1,3,1,-4,-5,-1,-25,3.8
O=C(C[n+]1ccc(-c2nnc3n2CCC3)cc1)c1ccc(Cl)cc1,0.9,-6,5,0.81,-1,19,-3,10,-2.7
O=C1CCC(CCC(=O)N2CCCC(C(=O)c3cccc(C(F)(F)F)c3)C2)=NN1 (stereo not given),1.2,-1,10,1.1,1,-5,0,-16,-0.6
CC(NC(=O)Nc1ccc(Cl)c(Cl)c1)C(c1ccccc1)N1CCOCC1 (stereo not given),1.2,-6,4,4.3*,-6,-330,-1,-22,89*
CCOC(=O)N/C(N)=N/c1nc2ccccc2s1,1.4,4,-8,1,-4,-3,3,-39,1.9
CCN1C(=O)/C(=C/N(C)c2ccccc2)OC1=S,0.98,-6,3,1,-2,-2,-5,2,0.7
